Screening results deposited in PubChem by several laboratories.
PrPC TRFRET: cell surface PrPC inhibition, primary TR-FRET screen | TR-FRET read-out | inhibition, % at 13.8 µM | hit rate 0.43% among 370,000; in the data active = inhibition above about 24%; note: 0% = median of the test wells and 100% = reference compound wells
CCHFV vOTU inh: CCHFV vOTU protease inhibition; Pep-AMC fluorescence; inhibition, % at 11.5 µM; hit rate 0.55% among 370,000; AID 651958; in the data active = inhibition above about 30%; note: 0% = vehicle wells with enzyme and 100% = no enzyme wells
DUSP3 inh: blocks human VHR1 dual specificity phosphatase | inhibition, % at 13.3 µM | recombinant VHR phosphatase, pNPP absorbance | P51452 | hit rate 0.52% among 290,000 | AID 1654; in the data active = inhibition above about 50%; note: some compounds called inactive have numbers as strong as hits
Target sequence (P51452 whole entry, looked up): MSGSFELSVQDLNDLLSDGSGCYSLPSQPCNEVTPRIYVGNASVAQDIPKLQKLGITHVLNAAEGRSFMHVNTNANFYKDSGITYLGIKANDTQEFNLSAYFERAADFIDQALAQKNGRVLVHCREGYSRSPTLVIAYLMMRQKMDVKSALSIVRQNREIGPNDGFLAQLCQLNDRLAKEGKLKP
3CLpro inhibitor: SARS-CoV 3CLpro protease inhibition. recombinant SARS-CoV 3CLpro, quenched FRET peptide cleavage. inhibition, % at 6 µM. hit rate 0.14% among 290,000; in the data active = inhibition above about 12%
BH1578 lux ind: quorum light induction in luxS cqsA deficient V. cholerae. V. cholerae BH1578 lux reporter, luminescence, 6 h. activation, % at 18.7 µM. hit rate 0.16% among 350,000; in the data active = activation mostly above about 9.7%, no sharp cut-off; note: not every result past the cut was called active; inactives centre near 0; reference of the scale not given here
TcdB inh: inhibitors of Clostridioides difficile toxin B glycohydrolase | P18177 | TcdB glycohydrolase enzymatic assay, plate reader | inhibition, % at 9.99 µM | hit rate 0.24% among 350,000 | AID 652162; in the data active = inhibition above about 10%
Yp Topo-I inh: Y. pestis Topo-I inhibition via cleavage products; Y. pestis Topo-I cleavage product accumulation, plate reader; AID 504884; hit rate 0.064% among 360,000; activity, % at 10 µM; in the data active = activity above about 50%, passing the limit was not always enough; note: inactives centre near 2
MazF activator: MazEF (E. coli) toxin RNase activation. FAM/BHQ RNA-DNA oligo cleavage fluorescence, 5 h. activation, % at 20 µM. hit rate 0.32% among 350,000; in the data active = activation above about 50%
Target sequence (P0AE70 whole entry, looked up): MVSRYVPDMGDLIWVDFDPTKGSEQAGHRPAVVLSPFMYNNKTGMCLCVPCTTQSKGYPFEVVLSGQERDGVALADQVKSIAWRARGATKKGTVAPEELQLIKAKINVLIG
Rv3671c inh: inhibitors of M. tuberculosis serine protease Rv3671c; P9WHR9; inhibition, % at 5.96 µM; hit rate 0.048% among 320,000; in the data active = inhibition above about 38%;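 note: extracellular domain of Rv3671c used as enzyme; 0% = enzyme with DMSO and 100% = no enzyme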
Target sequence (P9WHR9 whole entry, looked up, the tested form may be a part): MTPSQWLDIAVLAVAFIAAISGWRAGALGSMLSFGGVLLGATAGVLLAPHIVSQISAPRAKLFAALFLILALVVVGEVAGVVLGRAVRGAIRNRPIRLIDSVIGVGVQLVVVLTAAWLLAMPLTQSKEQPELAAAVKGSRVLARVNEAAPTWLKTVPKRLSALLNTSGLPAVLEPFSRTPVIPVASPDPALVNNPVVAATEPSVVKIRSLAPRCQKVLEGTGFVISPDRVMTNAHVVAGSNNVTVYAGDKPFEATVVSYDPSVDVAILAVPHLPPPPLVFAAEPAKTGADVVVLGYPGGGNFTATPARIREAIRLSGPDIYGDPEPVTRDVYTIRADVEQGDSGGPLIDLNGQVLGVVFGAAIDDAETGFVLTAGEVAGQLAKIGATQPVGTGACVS
SSB-PriA inh: blocks PriA binding to SSB C-terminal tail; hit rate 0.6% among 430,000; inhibition, % at 33 µM; AlphaScreen SSBct-PriA binding, biotinylated peptide; AID 1272365; in the data active = inhibition mostly above about 37%, no sharp cut-off; inactive = mostly below about 20%;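 note: plate controls were negative control peptide for no effect and reference peptide for full effect; strong numbers were not always called active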
An asterisk follows results filed as active; i = inactive; · = not tested or not shown; & = joins results of further samples.

Sequence of screens – PrPC TRFRET	CCHFV vOTU inh	DUSP3 inh	3CLpro inhibitor	BH1578 lux ind	TcdB inh	Yp Topo-I inh	MazF activator	Rv3671c inh	SSB-PriA inh
Cc1ccc(NC(=O)Cn2c(=O)oc3cc(S(=O)(=O)N4CCC(C)CC4)ccc32)cc1C
  3	13	12	-3	-0.2	1.5	9	0	-20	0
COc1ccc(CN2CCNC(=O)C2CC(=O)N(C)Cc2cc(C)no2)cc1OC (stereo unspecified)
  7	6	4	-2	i	2.1	2	0	·	-8
CC(=O)c1c(C)nc(-c2ccccc2)n1O
  1	8	-4	-1	6.0	·	9	9	4	-7
O=C(CSc1nnc(CNC(=O)c2cccs2)o1)NC1CCCC1
  2	5	0	3	1.5	·	2	-17	-6	-15
O=C(c1ccccc1[N+](=O)[O-])N1CCC2(CC1)OCCO2
  -3	-1	27	-2	-0.8	1.4	3	-11	3	-8
Cc1ccc(NC(=S)N(CCCN2CCN(C)CC2)Cc2cccs2)cc1C
  -2	-11	18	4	i	0.9	-14	8	3	11
COc1ccccc1N(CC(=O)NCc1ccccc1)C(=O)CCC(=O)Nc1cc(C)ccn1
  3	6	4	-4	7.1	·	16	-3	0	-8
Cc1cc(S(=O)(=O)Nc2ccc(C(=O)NCC3(N(C)C)CCCCC3)cc2)ccc1F
  -7	-3	·	·	i	1.0	-11	3	-1	-6
O=C(NC1CC1)C1=C[C@H](C2CCCCC2)C[C@H](OCc2ccc(CO)cc2)O1
  2	6	7	1	-0.5	0.3	14	0	7	9
CCOC(=O)C1(Cc2cccc(Cl)c2)CCCN(C(=O)CCC(=O)N(C)C)C1 (stereo unspecified)
  4	4	4	0	-0.5	2.4	5	7	18	-2
Cc1ccc(NC(=O)CSc2nnc(-c3ccccc3Br)o2)cc1C
  18	12	32	0	0.7	·	19	1	-11	-20
COc1ccnc(Oc2ccccc2)c1C(=O)N/C=N/OCc1ccccc1
  -6	4	17	7	-0.5	-1.3	4	1	-5	·
COc1ccc(S(=O)(=O)NCC2CCCN(C(=O)c3sccc3C)C2)cc1 (stereo unspecified)
  0	-6	16	5	-0.3	1.5	15	8	6	-2
CCN(C[C@H]1N[C@@](C)(C(=O)OC)[C@H]2C(=O)N(C)C(=O)[C@@H]12)S(=O)(=O)c1ccccc1
  0	-7	·	·	-1.0	0.5	-10	5	1	-8
CN(C)N=Nc1nc2c(c(=O)n(C)c(=O)n2C)n1C
  -10	2	13	-3	i	1.8	1	7	6	-3

Filtered by structure, the entries above with a thiophene ring, fused or not (3)
Sequence of screens – PrPC TRFRET	CCHFV vOTU inh	DUSP3 inh	3CLpro inhibitor	BH1578 lux ind	TcdB inh	Yp Topo-I inh	MazF activator	Rv3671c inh	SSB-PriA inh
O=C(CSc1nnc(CNC(=O)c2cccs2)o1)NC1CCCC1
  2	5	0	3	1.5	·	2	-17	-6	-15
Cc1ccc(NC(=S)N(CCCN2CCN(C)CC2)Cc2cccs2)cc1C
  -2	-11	18	4	i	0.9	-14	8	3	11
COc1ccc(S(=O)(=O)NCC2CCCN(C(=O)c3sccc3C)C2)cc1 (stereo unspecified)
  0	-6	16	5	-0.3	1.5	15	8	6	-2

(list continues)
Sequence of screens – PrPC TRFRET	CCHFV vOTU inh	DUSP3 inh	3CLpro inhibitor	BH1578 lux ind	TcdB inh	Yp Topo-I inh	MazF activator	Rv3671c inh	SSB-PriA inh
CCC1CCCCN1C(=O)CNCC1CCCO1 (stereo unspecified)
  -2	-11	30	0	i	-0.3	-4	-2	-1	-5
COc1ccc(C(=O)Cn2c(Cl)nc3c2c(=O)n(C)c(=O)n3C)cc1
  8	-6	-3	4	i	1.5	4	5	-2	-6
Cc1cc(C)cc(NC(=O)CSc2nnc(-c3ccccc3C)o2)c1
  -1	12	-5	3	i	·	36	5	-10	-31
Cc1cc(/C=C2/C(=O)NC(=O)N(Cc3ccco3)C2=O)c(C)n1-c1ccc(C(=O)O)cc1
  -6	27	33	2	i	-0.3	6	2	3	-7
COC(=O)[C@H](CCSC)NC(=O)Nc1ccc(C)cc1C
  -8	-17	-14	1	-1.0	·	-6	-4	0	-2
CN(c1ccccc1)S(=O)(=O)c1cccc(Cl)c1Cl
  7	13	17	2	i	0.6	12	5	-7	-20
Cc1ccc(/C=C/C(=O)O)cc1S(=O)(=O)NCc1cccnc1
  -7	12	12	1	i	0.2	-1	-9	1	-1&7
O=C1c2ccccc2NC(c2ccccn2)N1NS(=O)(=O)c1ccccc1 (stereo unspecified)
  7	-13	11	7	-0.1	1.0	0	-22	8	-14
COc1cccc(Sc2ccccc2CN(C)C)c1
  0	14	8	1	-0.4	·	4	-2	-6	-17
COc1ccc(OCCn2cc(/C=N/NC(=O)c3ccncc3)c3ccccc32)cc1
  12	3	12	8	-0.1	2.5	-5	11	3	·
CCOC(=O)N1CCC(NC(=O)CCCN2C(=O)CSc3ncccc32)CC1
  -5	-6	18	0	i	·	2	-2	2	-13
C=CC[C@H](CC(=O)NCCO)C(=O)N[C@@H](C)COC(=O)[C@H](CC=C)CC(=O)OC(C)(C)C
  1	-4	·	·	-3.1	0.9	-18	0	3	-18
COc1ccccc1CC(=O)NCc1csc(-c2cccs2)n1
  -8	-4	21	-5	i	1.9	-3	11	2	-2
CC(C)=C1C2C=CC1C(C(=O)Nc1cc(C)ccc1C)C2C(=O)O (stereo unspecified)
  2	-8	4	1	-2.2	·	-3	4	2	-8
Cc1cc(C)c2c(c1)NP(=S)(c1ccccc1)N2 (stereo unspecified)
  7	-9	·	·	5.9	1.5	-4	-9	·	26
CC(C)CC(c1nnnn1Cc1ccco1)N1CCN(c2cccc(Cl)c2)CC1 (stereo unspecified)
  -3	0	8	3	·	·	-9	-10	-4	-11
COc1ccccc1N1CCN(C(=O)C(Cc2ccccc2)NC(=O)C2CCCCC2)CC1 (stereo unspecified)
  -6	-4	-4	3	-6.2	·	31	6	-8	-1
CC1CCCN1c1ccnc2cc(Cl)ccc12 (stereo unspecified)
  -12	6	·	·	-0.4	2.6	-1	-7	·	-8
Cc1cc(NC(=O)c2ccc(N(C)S(=O)(=O)c3ccccc3)cc2)no1
  8	-1	3	-3	i	·	-6	-6	3	0
CCN(C(=O)COC(=O)CCC(=O)c1ccccc1)c1c(N)n(Cc2ccccc2)c(=O)[nH]c1=O
  3	-6	·	·	i	0.6	1	-13	-1	10
Cc1cc(C)c2c(c1)/C(=C/C(=O)c1ccc(Br)s1)C(=O)N2
  6	12	19	1	i	·	4	-8	-6	-3
Cc1ccc(NC(=O)CCNS(=O)(=O)c2ccc3[nH]c(=O)oc3c2)c(Cl)c1
  -6	-9	-2	0	0.5	-1.4	-9	-1	-1	-14
O=C(CCc1nc2ccccc2c(=O)[nH]1)Nc1ccc(F)c([N+](=O)[O-])c1
  -3	-5	3	0	i	0.7	-11	-7	0	-8
O=C(Cn1cc(C(F)(F)F)ccc1=O)N/N=C/c1ccc(Cl)cc1
  -1	9	11	2	1.4	-0.5	1	-12	-1	·
COc1cc(S(=O)(=O)N(Cc2ccccn2)Cc2ccco2)ccc1-n1cnnn1
  -3	0	13	-3	-1.6	-2.2	4	-6	4	-4
O=C1CCCC2=C1C1(CCCCC1)N=C(Nc1nc3ccccc3o1)N2
  -5	-18	-9	2	-7.1	·	8	16	0	3
CCOc1ccc2nc(N3CCCC(C(=O)NCC4CCCO4)C3)sc2c1 (stereo unspecified)
  -2	0	5	3	2.1	-0.5	5	2	8	-7
O=[N+]([O-])c1cccnc1-n1cnc2ccccc21
  -43	1	39	4	3.0	-0.3	0	0	-2	2
Cn1nccc1C(=O)Nc1cccc(S(=O)(=O)N2CCOCC2)c1
  1	-8	18	5	i	0.0	1	-2	-1	-34
CNc1nc(-c2ccccn2)nnc1-c1ccccc1
  8	5	33	4	-0.6	·	5	8	3	91*
O=C(c1cnc2ccc3ccccc3c2c1)c1cc(F)ccc1O
  -11	-9	26	-5	-2.2	2.7	13	-12	-27	-13
CCOC(=O)c1[nH]c(C)c(C(=O)OCc2c(C)noc2C)c1C
  -3	14	26	0	-0.9	·	6	-1	3	-18
O=C(Nc1ccccc1)C1Cc2c(-c3ccc(Cl)cc3)ccnc2O1 (stereo unspecified)
  8	-4	·	·	-0.3	-0.2	4	·	·	·
Cc1cc(C)n2nc(C(=O)OC(C)C(=O)c3cc(C)c(C)cc3C)nc2n1 (stereo unspecified)
  -6	6	·	·	1.8	1.5	18	-8	-7	-4
Fc1ccccc1CNc1ccc(Cl)cc1
  -1	-4	-3	4	-6.7	-0.5	0	-1	5	-46
C/C(=N\O)c1cc(Cl)ccc1O
  -1	-16	13	2	-4.8	1.2	3	6	3	·
CC(C)CN(C(=O)CN1CCN(c2ccc([N+](=O)[O-])cc2)CC1)c1c(N)n(CC(C)C)c(=O)[nH]c1=O
  -11	-8	14	1	i	0.5	-9	9	3	-4
Cc1cccc(C)c1NC(=O)Cn1nnc(-c2ccc(CN3CCC(C)CC3)cc2)n1
  -2	2	17	2	-0.3	1.4	0	11	5	-9
COc1ccc(COC(=O)C2CC(=O)N(Cc3ccccc3)C2)cc1 (stereo unspecified)
  -2	1	·	·	-1.4	-1.0	7	3	0	-19
O=C(O)CC/C(=C\c1ccccc1[N+](=O)[O-])c1nc2ccccc2s1
  -6	-7	6	-2	-1.3	-1.8	-4	-8	-6	-5
Cc1cc(C(=O)OCC(=O)NC2CCCC2)c2ccccc2n1
  1	-3	·	·	i	2.6	-12	0	·	-12
Cn1c(=O)n(CCN2CCOCC2)c(=O)c2c1nc1n2CCN1c1ccc(Oc2ccccc2)cc1
  1	-3	10	·	-0.3	·	13	5	·	-34
COc1ccccc1NC(=O)CSc1nc2ccccc2c(=O)n1C
  6	-2	20	1	-0.8	0.4	2	7	-6	2
COc1ccc(OC)c(NC(=O)Nc2nnc([C@@H]3O[C@H](CO)[C@@H](O)[C@H]3O)s2)c1
  7	17	·	·	-1.6	0.8	-2	·	·	·
CC1CCCC(NC(=O)CSc2cccc[n+]2[O-])C1C (stereo unspecified)
  2	3	·	·	i	0.4	-2	-9	4	3
CC(=O)N1CCN(C(=O)c2ccc(NS(=O)(=O)c3ccc(Cl)c(Cl)c3)cc2)CC1
  8	1	·	·	-5.1	1.6	1	3	·	-20
Cc1cc(C)c(C)c(C(O)(C(=O)O)c2ccccc2)c1C (stereo unspecified)
  0	5	·	·	-1.1	6.0	4	8	·	-6
COC(=O)C1=C(C)N(CCc2ccccc2)C(=O)C1(NS(=O)(=O)c1ccc(NC(C)=O)cc1)C(F)(F)F (stereo unspecified)
  -5	1	0	3	i	1.0	-2	-3	1	4
O=C1C2C3C=CC(CC3)C2C(=O)N1/N=C/c1ccccc1O (stereo unspecified)
  -4	-16	27	-2	-0.4	·	5	-2	-5	·
CCCNC(=O)C1(C)CCN(C(=O)c2oc3ccccc3c2C)C1 (stereo unspecified)
  5	-5	·	·	-0.2	1.0	-9	·	·	·
Cc1cccc(-c2noc(C3CCCCC3)n2)c1
  -8	-3	4	-5	i	·	7	-5	-3	-49
C=CCCCOc1ccc(C(=O)O)cc1
  3	7	8	0	i	·	0	-4	3	-7
O=C1CSc2ccc(C(=O)Nc3cccc(S(=O)(=O)Nc4ccc(Br)cc4)c3)cc2N1
  36*	12	17	9	1.0	0.2	0	-2	-395	25
COc1ccccc1CNC(=O)c1ccncc1
  -2	-5	13	-3	-3.8	0.3	5	6	1	-10
S=C(Nc1cccnc1)NC1CCCC1
  3	2	-4	3	0.2	0.0	3	8	4	-2
CC(=O)Oc1ccc(/C=C/c2nc3ccccc3c(=O)o2)cc1
  -7	-1	26	3	1.7	1.3	-3	-27	3	0
COc1ccc(-c2nc(CSCC(=O)NC3CCCC3)c(C)o2)cc1OC
  4	-7	13	0	-4.3	-0.4	11	0	-4	0
COc1cccc2sc3cc(NCc4ccc(C)o4)ccc3c(=O)c12
  37*	-31	·	·	i	1.3	34	1	-18	7
COc1ccc(NC(=O)CSc2nc(C)cc(C)n2)c([N+](=O)[O-])c1
  -18	0	7	-1	-0.4	1.2	-1	4	7	23

This is a subset; the hit share may differ from the screen's.
